SKKanGAS inh: blocks kanamycin growth of S. pyogenes SKKanGAS strain; BacTiter-Glo, 6 h; inhibition, % at 7.5 µM; hit rate 1.3% among 300,000; AID 1662;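 active = mean replicate score, as percent of positive control median, at least 50; inconclusive = mean below 50 but one replicate at or above 50; inactive = mean and every replicate below 50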;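 also: strain carries kanamycin resistance gene driven by streptokinase promoter and grows in 40 µg/ml kanamycin; loss of luminescence reflects streptokinase promoter inhibition or plain growth inhibition; 0% = median of DMSO wells and 100% = positive control at its reference dose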
KCNK9 block: human KCNK9 channel inhibition. Q9NPC2. HEK293 KCNK9, FluxOR thallium flux fluorescence; stronger effect = lower value. B-score at 10 µM. hit rate 1.2% among 310,000;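 active = ratio B-score over 3 SD below the library mean, with starting fluorescence within 5 SD of its mean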;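 also: negative B-score means less thallium flux so channel inhibition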
KCNQ1 inh: human KCNQ1 channel inhibition; P51787; hit rate 1.3% among 310,000; CHO-K1 KCNQ1, FluxOR thallium flux fluorescence; stronger effect = higher value; B-score at 10 µM;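 active = compounds whose thallium flux B-score, printed positive for inhibition, exceeds three library SD while starting fluorescence stays within three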;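 also: channel opened by potassium depolarization with thallium stimulus after 20 min compound exposure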
KCNK3 inh: human KCNK3 channel inhibition, primary screen; B-score at 10 µM; CHO-KCNK3 thallium flux, FluxOR fluorescence; stronger effect = lower value; hit rate 0.84% among 340,000; O14649;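 active = B-score under library mean minus 4 SD, starting fluorescence ratio at most library mean plus 5 SD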;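 also: more negative B-score means stronger inhibition of thallium flux through KCNK3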
RGS4 inh: inhibitors of human RGS4; hit rate 0.45% among 310,000; B-score at 10 µM; AID 463165; P49798; HEK293 M3R/RGS4 inducible, Fluo-4 calcium flux; stronger effect = higher value; triggered by carbachol at its EC20;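 active = B-score, a plate-corrected calcium signal, over three deviations above library mean, with baseline fluorescence within five deviations of library mean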;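 also: RGS4 expression induced by doxycycline in cells with stable M3 receptor; B-score is computed from the integrated fluorescence ratio over baseline after carbachol; higher B-score means a larger calcium signal and so more RGS4 inhibition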
HDAC3 inh: inhibitors of human histone deacetylase 3; inhibition, % at 8.3 µM; recombinant HDAC3, fluorogenic peptide/trypsin coupled, fluorescence; O15379; hit rate 0.15% among 320,000; in the data active = inhibition above about 26%, passing the limit was not always enough; inconclusive = no clear call, values can overlap the other calls
TMEM16A act: activators or potentiators of mouse TMEM16A chloride channel; Q8BHY3; HEK293 TMEM16A/YFP-H148Q/I152L, iodide quench fluorescence; stronger effect = lower value; B-score at 10 µM; hit rate 0.3% among 340,000; AID 623877;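 active = fluorescence-ratio B-score plate-corrected deviation score at least 3 library SD below zero, with starting fluorescence score within 5 deviations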;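 also: channel opened by trigger with iodide after compound preincubation; score built on the fluorescence ratio of max minus min over baseline; more negative score means more quench and so TMEM16A activation or potentiation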
RGS4 act: RGS4 potentiation or activation; HEK293 M3R/inducible RGS4, carbachol calcium flux Fluo4; stronger effect = lower value; hit rate 0.92% among 310,000; B-score at 10 µM;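 active = B-score of the integrated calcium signal more than 4 SD below the library mean, with starting fluorescence not abnormally high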;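 also: negative B-score means reduced calcium response which marks RGS4 activation or potentiation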
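test system = HEK293 cells with stable M3R and inducible RGS4 | schedule = recording 10 s baseline at 1 Hz, 100 s post-agonist | technique = Fluo4-AM (2 µM) calcium-flux fluorescence, kinetic read | measure = Agonist-evoked peak-minus-minimum fluorescence over baseline, integrated ratio, B score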
TMEM16A inh: mouse TMEM16A channel inhibition, primary screen. Q8BHY3. HEK293 TMEM16A/YFP iodide influx fluorescence, ionomycin. normalized B-score (activity score, 25-100; higher = stronger inhibition) at 10 µM. hit rate 1.2% among 310,000. AID 588511;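 active = ratio plate-corrected score three or more library SD toward inhibition, starting fluorescence score within five deviations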;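 also: score derived from kinetic fluorescence span divided by baseline fluorescence per well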
KCNQ1 act: potentiators or activators of human KCNQ1 potassium channel; CHO-K1 KCNQ1, thallium flux FluxOR fluorescence; stronger effect = higher value; B-score at 10 µM; hit rate 0.35% among 310,000; AID 2648;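 active = fluorescence ratio B-score, a plate-corrected score, at least three library SD, with initial intensity B-score within 5 SD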
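Medium – assay buffer, equal DMSO in all wells · Material – CHO-K1 cell line with stable KCNQ1 potassium channel expression · Signal – kinetic FluxOR thallium fluorescence, 10-s 1-Hz baseline, 110-s post-stimulus read · Compound – single concentration per compound, DMSO matched to controls · Schedule – 37 °C overnight plating, 90-min dark dye load, 20-min compound pretreatment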
hERG protect: compounds protecting human hERG from proarrhythmic drug block | hit rate 0.51% among 310,000 | activation (rescue from dofetilide block), less the hit threshold, % at 10 µM | Q12809 | CHO-hERG, FluxOR thallium flux, dofetilide IC70 present | AID 1511;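 active = activation above the mean of controls blocked by dofetilide plus 5 SD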;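 also: thallium influx through hERG after potassium depolarization seen as dye fluorescence rise; in these data hits start at about 4.7%; inactives centre near -7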
Target sequence (Q12809 whole entry, looked up): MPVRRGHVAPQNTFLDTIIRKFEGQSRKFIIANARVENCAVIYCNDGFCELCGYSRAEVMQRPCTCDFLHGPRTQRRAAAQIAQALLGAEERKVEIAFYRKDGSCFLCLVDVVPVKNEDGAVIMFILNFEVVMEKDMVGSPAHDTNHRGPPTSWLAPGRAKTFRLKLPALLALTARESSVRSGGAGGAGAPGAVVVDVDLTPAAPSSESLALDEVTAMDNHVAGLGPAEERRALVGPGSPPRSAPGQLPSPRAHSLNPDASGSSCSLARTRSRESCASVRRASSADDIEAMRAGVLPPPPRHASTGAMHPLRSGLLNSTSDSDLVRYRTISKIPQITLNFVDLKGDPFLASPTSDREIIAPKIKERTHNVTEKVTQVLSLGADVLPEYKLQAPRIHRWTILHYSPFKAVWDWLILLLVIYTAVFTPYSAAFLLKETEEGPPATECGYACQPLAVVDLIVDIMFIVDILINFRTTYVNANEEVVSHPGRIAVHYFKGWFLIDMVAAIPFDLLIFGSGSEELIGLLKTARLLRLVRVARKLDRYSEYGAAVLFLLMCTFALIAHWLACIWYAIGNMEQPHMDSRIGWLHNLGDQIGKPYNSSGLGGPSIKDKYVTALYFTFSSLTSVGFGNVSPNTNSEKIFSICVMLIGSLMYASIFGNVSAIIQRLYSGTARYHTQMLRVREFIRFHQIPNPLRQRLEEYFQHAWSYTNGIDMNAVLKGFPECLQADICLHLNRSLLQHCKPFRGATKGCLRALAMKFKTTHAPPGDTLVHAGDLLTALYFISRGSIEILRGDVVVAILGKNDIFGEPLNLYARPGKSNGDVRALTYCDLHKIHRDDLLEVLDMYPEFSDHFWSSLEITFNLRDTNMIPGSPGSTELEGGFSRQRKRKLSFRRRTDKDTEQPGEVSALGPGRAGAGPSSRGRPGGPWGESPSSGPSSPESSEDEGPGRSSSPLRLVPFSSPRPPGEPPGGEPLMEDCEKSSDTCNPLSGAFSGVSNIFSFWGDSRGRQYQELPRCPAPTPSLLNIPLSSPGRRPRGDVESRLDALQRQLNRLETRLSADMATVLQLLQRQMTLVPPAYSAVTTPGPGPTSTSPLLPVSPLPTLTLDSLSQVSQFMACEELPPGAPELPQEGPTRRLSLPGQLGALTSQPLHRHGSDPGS
Active calls of the source: *; i = inactive; ? = inconclusive; . = no result given.

structure	SKKanGAS inh	KCNK9 block	KCNQ1 inh	KCNK3 inh	RGS4 inh	HDAC3 inh	TMEM16A act	RGS4 act	TMEM16A inh	KCNQ1 act	hERG protect
O=C(CCCN1C(=O)c2ccccc2C1=O)Nc1nnc(C2CC2)s1	-1	i	i	i	i	-3	i	i	i	i	-8
COc1cccc(C2NC(=O)NC(C)=C2C(=O)Nc2cc(OC)ccc2OC)c1 (stereo not drawn)	0	i	i	i	i	-4	i	i	i	i	-3
COc1ccc(/C=C/C(=O)OCC(=O)NCC2CCCO2)cc1 (stereo not drawn)	1	i	i	i	i	9	i	i	i	i	-3
Cc1noc(C)c1CSc1nc2ccccc2c(=O)n1-c1ccccc1	10	i	i	i	i	0	i	i	i	i	-2
Cc1n[nH]c(=S)n(/N=C/c2cccs2)c1=O	-3	i	i	i	i	0	i	i	i	i	-7
CN(Cc1ccccc1)C(=O)COC(=O)c1ccccc1Nc1ccccc1	1	i	i	i	i	8	i	i	i	i	-11
c1ccc(-n2c(Cc3cccnc3)nc3cnccc32)cc1	1	i	i	i	i	8	i	i	i	i	-8
COc1ccc(NC(=O)NC(C)c2ccncc2)cc1OC (stereo not drawn)	3	i	i	i	i	8	i	i	i	i	-6
CCOC(=O)C1CCN(C(=O)/C(=C/c2ccccc2)NC(=O)c2ccccc2)CC1	-1	i	i	i	i	5	i	i	i	i	-9
CCn1cc(S(=O)(=O)Nc2ccccc2C(F)(F)F)cn1	-4	i	i	i	i	-3	i	i	i	i	-5
Cc1cc2c(cc1S(=O)(=O)CCC(=O)N(C)Cc1ccccc1)OCC(=O)N2	0	i	i	i	i	-8	i	i	i	i	-12
CC(=O)Oc1ccc2oc(=O)c3c(c2c1)CCCN3C(=O)CN1CCN(c2ncccn2)CC1	-3	i	i	i	i	15	i	i	i	i	-8
Cc1cc(NCCCn2ccnc2)n2nc(C)c(-c3ccccc3)c2n1	-6	i	6*	i	i	6	i	i	i	i	-15
Cn1c(SCC(=O)O)nnc1-c1ccc(NC(=O)c2ccc(Cl)c(Cl)c2)cc1	-6	i	i	i	i	6	i	i	i	i	-14
NC(=O)C1CCN(C2CC(=O)N(c3ccc(F)c(Cl)c3)C2=O)CC1 (stereo not drawn)	4	i	i	i	i	-6	i	i	i	i	-5
O=C(Nc1ccc2c(c1)CCC2)c1ccc(F)c(S(=O)(=O)N2CCOCC2)c1	0	i	i	i	i	-7	i	i	i	i	-6
Cn1nc(C(F)(F)F)c(-c2ccc(Br)cc2)c1NC(=O)CSCC(=O)O	2	i	i	i	i	9	i	i	i	i	-7
Nc1nnc(SCC(=O)Nc2cccc3ccccc23)s1	0	i	i	i	i	-2	i	i	i	i	-2
CC(=O)c1ccc(N2CCN(CC(O)COC(c3ccccc3)c3ccccc3)CC2)cc1 (stereo not drawn)	-1	i	i	i	i	-2	i	-7.7*	i	i	-10
Cc1c(C)n(Cc2ccccc2)c2ccc(C(=O)OCCCN(C)C)cc12	6	i	i	i	i	-4	i	i	i	i	-14
Cc1cccc(C)c1NC(=O)C1c2ccccc2Oc2ccccc21	-1	i	i	i	i	-3	i	i	i	i	1
CCc1cc(=O)oc2cc(C)cc(O)c12	-2	i	i	i	i	4	i	i	i	i	-8
CC(=O)c1cc2c(cc1NC(=O)c1cnc(C)cn1)OCO2	3	i	i	i	i	-4	i	i	i	i	-4
C/C(N)=C(/C#N)C(=O)CSc1nnc(COc2ccccc2Cl)o1	-10	i	i	i	i	-2	i	i	i	i	-9
Cc1ccccc1Nc1nc(N)nc(CSCC(=O)Nc2cccc(Br)c2)n1	-14	i	i	i	i	-1	i	i	i	i	-8
CCOc1ccccc1NC(=O)c1ccc(S(=O)(=O)N2CCCCC2)cc1	-17	i	i	i	i	3	i	i	i	i	-7
N#Cc1c(-c2cccs2)cc(-c2ccccn2)nc1N	30	i	i	i	i	-31	i	i	i	i	-4
Cc1cc(NS(=O)(=O)c2ccc(NC(=O)C(CC(C)C)N3C(=O)c4ccccc4C3=O)cc2)nc(C)n1 (stereo not drawn)	-2	i	i	i	i	-2	i	i	i	i	-16
CCC(C)(C)NC(=O)Nc1cc(Cl)ccc1OC	-3	i	i	i	i	-4	i	i	i	i	-1
CCN(CC)CC(=O)Nc1ccc(C)cc1Br	-1	i	i	i	i	5	i	i	i	i	-11
Cc1ccc(S(=O)(=O)N2CCC(C(=O)OCc3c(C)noc3C)CC2)cc1C	-3	i	i	i	i	2	i	i	i	i	-3
Cc1cc(=O)n(CC=C(Cl)Cl)c2ccccc12	-1	i	i	i	i	2	i	i	i	i	-9
Cc1csc(NC(=O)C2CCCN(S(=O)(=O)c3ccc(Br)s3)C2)n1 (stereo not drawn)	11	i	i	i	i	-3	i	i	i	i	-10
COc1cc(C(=O)Nc2nnc(SCC(=O)NCC3CCCO3)s2)cc(OC)c1OC (stereo not drawn)	2	i	i	i	i	.	i	i	i	i	-13
O=c1oc(-c2ccc([N+](=O)[O-])cc2)nc2ccc(O)cc12	-2	i	i	i	i	?	i	i	i	i	3
COc1ccc(/C(C)=N/NC(=O)CNC(=O)C(c2ccccc2)c2ccccc2)c(OC)c1	11	i	i	i	i	12	i	i	i	i	-8
Cc1ccc(C2C(C#N)=C(N)N(c3cccnc3)C3=C2C(=O)CCC3)s1 (stereo not drawn)	3	i	i	i	i	0	i	i	i	i	-4
Cn1c(=O)cc(N2CCCCC2)[nH]c1=O	-1	i	i	i	i	-2	i	i	i	i	-9
Cc1ccccc1NC(=O)Nc1ccc(C(F)(F)F)cc1	9	i	6*	i	i	-5	i	i	i	i	-5
COCCCNC(=O)C(=O)NC1CCCCCC1	-5	i	i	i	i	-3	i	i	i	i	-12
CCOC(=O)C1=C(N)OC2=C(C(=O)CC(C)(C)C2)C1c1ccccc1OCC#N (stereo not drawn)	-4	i	i	i	i	-6	i	i	i	i	-11
O=C(O)CC(CC(=O)N1CCOCC1)c1ccccc1 (stereo not drawn)	1	i	i	i	i	0	i	i	i	i	-1
Cc1ccc(-n2nnc(-c3nccn3C)n2)cc1	11	i	i	i	i	-3	i	i	i	i	-10
Cc1ccc(N=Nc2ccc(C)cc2NC(=O)Nc2ccccc2F)cc1	0	i	i	i	i	2	i	i	i	i	-8
O=C(NCc1ccco1)C(c1ccccc1)N(C(=O)Cc1cccs1)c1ccccc1 (stereo not drawn)	-3	i	i	i	i	-1	i	i	i	i	-2
CC(C)(C)c1ccc(NC(=O)C(=O)C2C(=O)Nc3ccccc32)cc1 (stereo not drawn)	43	i	i	i	i	-2	i	i	i	i	5.7*
CCCOc1cccc(C2C(C(=O)c3ccco3)=C(O)C(=O)N2CCN(CC)CC)c1 (stereo not drawn)	2	i	i	i	i	10	i	i	i	i	-12
COC(=O)c1ccc(NC(=O)C(=O)N2CCN(C(=S)NCCc3ccccc3)CC2)cc1	9	i	i	i	i	1	i	i	i	i	-5
O=C(CSc1ncn[nH]1)Nc1ccccc1Sc1ccc(Cl)cc1	11	i	i	i	i	-2	i	i	i	i	-12
COc1ccc(/C=N/Nc2nc(=O)[nH]nc2C)cc1[N+](=O)[O-]	1	i	i	i	i	-7	i	i	i	i	-11
Nc1nc(Nc2ccccc2Cl)cc(=O)[nH]1	4	i	i	i	i	0	i	i	i	i	-6
Nc1cc(=O)n(Cc2ccccc2)c(=O)n1-c1ccc(Cl)cc1	2	i	i	i	i	-1	i	i	i	i	-12
C=CC[N+]1(CC#CCOC(c2ccccc2)c2ccccc2)CCOCC1	-2	i	i	i	i	-1	i	i	i	i	-14
CCNC(=O)NC(=O)C(C)OC(=O)Cc1coc2cc3c(cc12)CCC3 (stereo not drawn)	2	i	i	i	i	12	i	i	i	i	-2
CCN(CC)c1cc(Cl)nc(N)n1	0	i	i	i	i	-2	i	i	i	i	-12
O=C(Nc1ccc(-c2nnc(-c3ccco3)o2)cc1)C(c1ccccc1)c1ccccc1	34	i	i	i	i	7	i	i	i	i	-5
CC(C)Cn1c(SCC#N)nc2ccccc2c1=O	0	i	i	i	i	4	i	i	i	i	-8
CC(C)(C)N(NC(=O)OCc1ccccc1)C(=O)c1ccccc1Cl	-4	i	i	i	i	0	i	i	i	i	-4
Cc1ccc(Nc2n[nH]c(C)c2[N+](=O)[O-])cc1	-8	i	i	i	i	1	i	i	i	i	-3
COCCN1C(=O)c2ccccc2C(C(=O)NCCN(C)C)C1c1ccc(F)cc1 (stereo not drawn)	3	i	i	i	i	7	i	i	i	i	0

The list continues:
structure	SKKanGAS inh	KCNK9 block	KCNQ1 inh	KCNK3 inh	RGS4 inh	HDAC3 inh	TMEM16A act	RGS4 act	TMEM16A inh	KCNQ1 act	hERG protect
Cc1ccc(-n2[nH]c(C)c(C=Nc3ccc4[nH]c(=O)[nH]c4c3)c2=O)cc1C	21	i	i	i	i	8	i	i	i	i	-8
CCOC(=O)c1[nH]ncc1CN1CCCC(C(=O)c2cc(Cl)ccc2OC)C1 (stereo not drawn)	-8	i	i	i	i	4	i	i	i	i	-7
CCCCc1nc2cc(C(=O)NCc3cn(C)nc3C)ccc2o1	5	i	i	i	i	3	i	i	i	i	-4
CCc1ccc(NC(=O)C(=O)N/N=C(\C)CC(=O)NCCOC)cc1	-24	i	i	i	i	-3	i	i	i	i	6.8*
COc1ccc(S(=O)(=O)N2CCN(CC(=O)Nc3cccc(F)c3)CC2)cc1	-17	i	i	i	i	4	i	i	i	i	-4
Cn1c(NNC(=O)c2ccccc2F)cc(=O)n(C)c1=O	-8	i	i	i	i	-2	i	i	i	i	-10
O=C(CC1CCCC1)NCCc1cn2ccccc2n1	1	i	i	i	i	-13	i	i	i	i	-2
CC(=O)c1ccc(C(=O)N2CCc3c([nH]c4ccccc34)C2c2cccc(C)n2)s1 (stereo not drawn)	3	i	i	i	i	.	i	i	i	i	-15
Cc1ccnc(NS(=O)(=O)c2ccccc2)c1	2	i	i	i	i	-15	i	i	i	i	-4

Bioassay records as filed in PubChem BioAssay.
